CHT inh: inhibits the human high affinity choline transporter | Q9GZV3 | CHT-expressing cells, membrane potential dye, choline response; hits give low values | B-score at 10 µM | 310,000 compounds, 0.86% hits;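 active = B-score over 3 SD under the library average, and starting fluorescence ratio not unusually high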;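 also: choline stimulus applied at its EC90 after an EC20 pre-addition; B-score computed on integrated fluorescence ratio after choline addition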
Target sequence (Q9GZV3 whole entry, looked up): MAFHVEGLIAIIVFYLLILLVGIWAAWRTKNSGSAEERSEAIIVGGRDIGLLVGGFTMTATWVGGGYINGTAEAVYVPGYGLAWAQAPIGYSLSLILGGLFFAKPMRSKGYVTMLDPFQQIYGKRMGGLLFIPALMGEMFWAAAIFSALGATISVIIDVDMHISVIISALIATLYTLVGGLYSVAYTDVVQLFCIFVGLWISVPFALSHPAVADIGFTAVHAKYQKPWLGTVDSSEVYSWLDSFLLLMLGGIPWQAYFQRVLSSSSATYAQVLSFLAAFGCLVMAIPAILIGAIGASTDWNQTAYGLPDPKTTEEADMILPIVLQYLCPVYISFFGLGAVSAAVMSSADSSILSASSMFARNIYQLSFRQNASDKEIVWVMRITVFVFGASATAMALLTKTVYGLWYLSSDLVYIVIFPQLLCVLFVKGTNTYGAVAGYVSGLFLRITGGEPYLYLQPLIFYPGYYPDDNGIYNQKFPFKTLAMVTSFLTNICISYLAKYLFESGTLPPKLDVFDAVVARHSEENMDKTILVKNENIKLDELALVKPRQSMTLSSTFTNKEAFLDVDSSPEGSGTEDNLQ
CHT PAM: allosterically activates the human high affinity choline transporter. CHT-expressing cells, membrane potential dye, choline EC20; hits give high values; LV-AA mutant CHT in HEK293 cells. B-score at 10 µM. Q9GZV3. 310,000 compounds, 0.49% hits;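 active = initial fluorescence not abnormally high and integrated response B-score, plate-corrected, over 3 SD above library mean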
* = called active by the depositor; i = inactive. Outcome played no part in choosing rows. Share with any hit: about 1.5%.

structure	CHT inh	CHT PAM
Cc1ccc(NCC(=O)NNC2=NCCC2)c(C)c1	i	i
Cc1ccc(NCc2nc3ccccc3n2C)cc1	i	i
O=[N+]([O-])c1cc(S(=O)(=O)NC2=NCCCCC2)ccc1Cl	i	i
CCOc1ccc(Br)cc1CN(CC)CC	i	i
O=C(NCc1cccs1)C(=O)NCC1OCCCN1S(=O)(=O)c1ccccc1 (centres undefined)	i	i
O=C(NCC1CCCO1)c1ccc(NC(=O)c2ccc([N+](=O)[O-])cc2)cc1 (centres undefined)	i	i
COc1cc(-c2nc(=S)[nH][nH]2)cc(OC)c1OC	i	i
CC(=O)NC1=NN(C(C)=O)C(C)(CS(=O)(=O)c2ccc3ccccc3c2)S1 (centres undefined)	i	i
COc1cc(CNc2nnnn2C)cc(OC)c1OC	i	i
O=C(Cc1ccc(Cl)cc1)NC1CC1	i	i
CCN(Cc1nc2ccccc2c(=O)[nH]1)Cc1nc2cc(OC)c(OC)cc2c(=O)[nH]1	i	i
Cc1ccc(Cl)cc1NC(=O)c1cc(NC(=O)CCCC(=O)O)ccc1N1CCCCC1	i	i
Cc1cc(C(F)(F)Cl)n2ncc(-c3ccccn3)c2n1	i	i
CCN(CC)S(=O)(=O)c1ccc(C)c(NC(=S)N2CCN(c3ccccn3)CC2)c1	i	i
O=C(NCCCN1CCOCC1)C1CC(=O)N(C2CCCCC2)C1 (centres undefined)	i	i
COc1c(Cl)cc(-c2noc(C)c2C(=O)NCc2ccccc2)cc1Cl	i	i
Cc1ccc(NC(=O)CN2C(=O)N/C(=C/c3ccc4c(c3)OCCO4)C2=O)cc1	i	i
Cc1cc(C)nc(NS(=O)(=O)c2ccc(NC(=O)c3nn(-c4ccccc4)ccc3=O)cc2)n1	i	i
O=C(N/N=C\C=C\c1ccco1)C1COc2ccccc2O1 (centres undefined)	i	i
COc1ccc(-c2nc(N3CCCCCC3)sc2C(=O)c2ccccc2)cc1	i	i
O=C(CCc1nnc(C2CCCCC2)o1)N1CCC(Oc2cccnc2)CC1	i	i
COc1ccc(NC(=O)c2cccc(N3C(=O)C4C5C=CC(C5)C4C3=O)c2)c(OC)c1 (centres undefined)	i	i
c1ccc2c(c1)COC(CNC1CCCCC1)OC2	i	i
Cc1nc(CS(=O)(=O)c2ccccn2)sc1C(=O)NNC(=O)c1ccc(Cl)cc1	i	i
Cn1c(C(=O)N2CCN(Cc3ccccc3)CC2)cc2c(=O)n(C)c3ccccc3c21	i	i

structure	CHT inh	CHT PAM
CCOC(=O)C1CCN(C2CCN(C(=O)c3oc4c(C)c(C)ccc4c3C)CC2)CC1	i	i
Cc1cc(C)nc(Nc2ccccc2F)n1	i	i
O=[N+]([O-])c1ccccc1S(=O)(=O)N1CCN(C2CCN(Cc3ccccc3)CC2)CC1	i	i
CCC(=O)NCCCOc1ccccc1	i	i
CC(C)CC1NC(=O)N(CC(=O)NC2CCCc3ccccc32)C1=O (centres undefined)	i	i
CCCCC(=O)NNC(=S)NC(=O)C(c1ccccc1)c1ccccc1	-11*	i
NNC(=O)CNC(c1ccccc1)c1cc(Br)ccc1N (centres undefined)	i	i
CCOc1ccc(S(=O)(=O)NC(=O)c2ccccc2)cc1	i	i
CCOC(=O)c1cc2n(c1N)-c1ccccc1C2=O	i	i
COc1cccc(CNC(=O)Cn2c(=O)n(CCC(=O)N3CCCCC3)c(=O)c3sccc32)c1	i	i
S=C(NCCc1ccccc1)NC1CCC(NC(=S)NCCc2ccccc2)CC1 (centres undefined)	i	i
O=S1(=O)CCC(N2CCOCC2)C1 (centres undefined)	i	i
Cc1ccc(C2=CC(c3ccc(C)cc3)n3ncnc3N2)cc1 (centres undefined)	i	i
C=CCNC(=O)Nc1ccc(F)c(Cl)c1	i	i
O=C(O)c1c2c(nc3ccc(S(=O)(=O)N4CCC(C(=O)NCc5ccccc5Cl)CC4)cc13)CCCC2	i	i
COc1ccc(NC(=O)CCN2CC(C)OC(C)C2)c(OC)c1 (centres undefined)	i	i
COCCNC(=O)c1cc2cc(Br)cc(Br)c2oc1=O	i	i
O=C(NC1CCCC1)C(=O)N(Cc1cccnc1)C(C(=O)NCc1ccco1)c1ccccc1F (centres undefined)	i	i
c1cnc(-c2nnc3n2CCCCC3)cn1	i	i
CCOC(=O)c1c(C)[nH]c(C)c1C(=O)COC(=O)/C=C/c1ccc(OC(F)F)cc1	i	i
O=C(NC1CCCCCC1)c1cccc(COCC(F)(F)F)c1	i	i
Cc1cc(N2CCCC2)nc2c(C)cccc12	i	i
CC12CCC(C(=O)NCCc3ccccc3)(OC1=O)C2(C)C (centres undefined)	i	i
CN1C(=O)/C(=C/c2ccc(OCc3ccc(F)cc3)cc2)NC1=S	i	i
C=CCn1c(C)csc1=Nc1ccc(C(C)=O)cc1	i	i

Nothing new here: an excerpt of the list.
structure	CHT inh	CHT PAM
CCOC(=O)C1CCN(C2CCN(C(=O)c3oc4c(C)c(C)ccc4c3C)CC2)CC1	i	i
Cc1cc(C)nc(Nc2ccccc2F)n1	i	i
O=[N+]([O-])c1ccccc1S(=O)(=O)N1CCN(C2CCN(Cc3ccccc3)CC2)CC1	i	i

The listing continues.
structure	CHT inh	CHT PAM
Cc1nn(C)cc1C1C(C#N)=C(N)N(c2cccnc2)C2=C1C(=O)CCC2 (centres undefined)	i	i
COc1cc(/C=N/NC(=O)c2cccc(C)c2)ccc1OCC(=O)Nc1ccccc1	i	i
COc1ccc(/C=C/C(=O)N[C@@H](C)C(=O)O)cc1	i	i
O=C(Cn1nc(C(F)(F)F)c2c1CCC2)Nc1ccccc1C(F)(F)F	i	i
Cc1ccc2[nH]c(C(=O)N/N=C/c3ccccc3C(=O)O)c(-c3ccccc3)c2c1	i	i
CN1CCN(c2ccc(CNC(=O)c3ccc4c(c3)OCCO4)cc2)CC1	i	i
C=CCc1cc(C)cc(C)c1OCCn1cncn1	i	i
COc1ccc(Cl)cc1NC(=O)C(=O)N/N=C/c1cc(C)n(-c2ccc(C)cc2)c1C	i	i
CC1N=C2c3ccccc3N=C(SCc3cc(=O)n4cc(Cl)ccc4n3)N2C1=O (centres undefined)	i	i
COc1ccc(-c2cc(C(=O)NCCCN3CCOCC3)on2)cc1OC	i	i
O=[N+]([O-])c1cccc(C2=NCCC(c3ccccc3)O2)c1 (centres undefined)	i	i
CC(=O)NCCC(=O)Nc1ncc(S(=O)(=O)c2ccc([N+](=O)[O-])cc2)s1	i	i
CCN(CCS(=O)(=O)c1ccc(Cl)cc1)C(=O)Nc1ccccc1	i	i
Cc1nc(C2CC(=O)OC23CCCCC3)cs1 (centres undefined)	i	i
O=C(c1ccc2ccccc2c1)N1CCc2ccccc21	i	i
CCCCN(Cc1cccs1)S(=O)(=O)c1ccc(-c2ccc(=O)[nH]n2)s1	i	i
Cn1c(SCC(=O)c2ccccc2)nnc1-c1ccc(O)cc1	i	i
CCOC(=O)c1c(S(=O)(=O)N2CCCC2)c(C)n(C)c1C	i	i
N#CCCCCN1c2cccc3cccc(c23)S1(=O)=O	i	i
Clc1cccc(CSc2nnc(-c3ccccn3)n2Cc2ccco2)c1	i	i
O=C(CSC1CC(=O)N(CCc2ccccc2)C1=O)Nc1cccc(Cl)c1 (centres undefined)	i	i
Cc1cc(C)c(S(=O)(=O)N2CCCOC2CNC(=O)C(=O)NCc2ccccn2)c(C)c1 (centres undefined)	i	i
Cc1nnc(SC(C)C(=O)NC2CCCc3ccccc32)n1-c1ccccc1 (centres undefined)	i	i
O=C(O)CCS(=O)(=O)c1cc(Br)cc2c1N(C(=O)C1CC1)CC2	i	i
Nc1nc(-c2ccccc2)c(-c2ccccc2)s1	i	i

structure	CHT inh	CHT PAM
Cc1nnc(SCC(=O)NC2CCCCC2)n1C1CCCCC1	i	i
Cc1ccccc1C(=O)Nc1ccc(S(=O)(=O)N2CCN(C)CC2)cc1	i	i
CCn1cc(S(=O)(=O)Nc2ccccc2C(F)(F)F)cn1	i	i
C#CCN(C(=O)CC1C(=O)NCCN1C/C=C/c1ccccc1)C1CCCCC1 (centres undefined)	i	i
COCc1ccc(CN2CCCC(CCC(=O)NCc3cccc(OC)c3)C2)o1 (centres undefined)	i	i
O=C(Nc1ccon1)c1ccc(S(=O)(=O)N2CCCCCC2)cc1	i	i
COc1ccc(-n2c(=O)c3ccccc3n(Cc3ccccc3F)c2=O)cc1OC	i	i
CC1=NN(C(C)C)C(=O)C1	i	i
Cc1ccc(C)c(NC(=O)CN(C)C(=O)CCN2C(=O)c3ccccc3C2=O)c1	i	i
Cc1ccc(-c2csc(NC(=O)CCNC(=O)c3ccccc3Cl)n2)cc1	i	i
Cc1c(C(=O)N2CCN(Cc3ccccc3)CC2)sc2ncnc(N3CCOCC3)c12	i	i
COc1cccc(COc2ncnc3sccc23)c1	i	i
COc1ccccc1OCCNC(=O)C1CC(=O)N(Cc2ccc(C)cc2)C1 (centres undefined)	i	i
CN(CC(=O)Nc1ccccc1Cl)C(=O)COC(=O)Cc1ccc(F)cc1	i	i
O=[N+]([O-])c1cc(Cl)cc2c1nc(NCCO)c1ccccc12	i	i
O=C(Cc1cccs1)NCCSc1c(-c2ccc(Cl)cc2)[nH]c2ccccc12	i	i
CC(=O)c1cccc(NS(=O)(=O)c2ccc3c(c2)N(C(C)=O)CCO3)c1	i	i
CC(NC(=O)OC(C)(C)C)C(=O)N1CCCC1C(=O)NC(Cc1ccccc1)C(N)=O (centres undefined)	i	i
Cc1noc(/C=C/c2ccco2)c1S(=O)(=O)N1CCC(C(=O)N2CCc3ccccc32)CC1	i	i
Cc1cc(F)ccc1NC(=O)c1ccc(NS(=O)(=O)c2cc(C(C)(C)C)ccc2C)cc1	i	i
O=C(O)CC(Cc1ccc(Cl)cc1)C(=O)NCC12CC3CC(CC(C3)C1)C2 (centres undefined)	i	i
O=C(c1ccco1)N1CCN(c2ccc(Cl)cc2)CC1	i	i
COc1ccc2oc(=N)c(C(=O)Nc3ccccc3Cl)cc2c1	i	i
O=C(O)c1ccc2c(c1)S(=O)(=O)N=C1CCCCCN12	i	i
CC(=O)c1ccc(C(=O)N2CCCC(CCC(=O)N(C)CCc3ccccn3)C2)s1 (centres undefined)	i	i

structure	CHT inh	CHT PAM
COc1ccc(C(=O)n2cnc3ccccc32)cc1	i	i
COc1cccc(-c2ccc3c(N)c(C(=O)NC4CC4)sc3n2)c1	i	i
C=CCN(CC=C)CCOc1cccc(Oc2ccccc2)c1	i	i
CC/C(=N\NC(=O)CNC(=O)/C=C/c1ccco1)c1ccccc1	i	i
COc1cc(C(=S)N2CCCC2)ccc1OCc1ccc(C)cc1	i	i
COc1cccc(-c2nc(CS(=O)(=O)CC(=O)NCCCN3CCN(C)CC3)c(C)o2)c1	i	i
CC(C)(C)C(=O)Nc1nc2ccc(S(C)(=O)=O)cc2s1	i	i
CCCOc1ccc(C2C(C(=O)c3ccco3)=C(O)C(=O)N2CCCn2ccnc2)cc1 (centres undefined)	i	i
O=C(C(=O)N1CCN(c2ccc([N+](=O)[O-])cc2)CC1)c1cn(CC(=O)N2CCOCC2)c2ccccc12	i	i
c1ccc(C2CC(c3cccs3)n3nnnc3N2)cc1 (centres undefined)	i	i
CC(C)c1ccc(/C=N/NC(=O)c2ccccn2)cc1	i	i
CCOC(=O)Cc1csc(CC(N)=O)n1	i	i
Cc1sc(NC(=O)c2sc3nc4c(C)cccc4cc3c2N)c(C#N)c1C	i	i
COc1ccc(-c2noc(C3CCCN(C(=O)CCc4ccccc4)C3)n2)cc1 (centres undefined)	i	i
Cn1c(SCc2nc(-c3ccc(Cl)cc3)no2)nnc1-c1cccs1	i	i
Cc1cc(C(=O)NNC(=S)NC(C)c2ccccc2)cs1 (centres undefined)	i	i
O=C(Nc1cccc(C(=O)N2CCOCC2)c1)c1ccccc1	i	i
CS(=O)(=O)Nc1ccc(C2=NN(S(C)(=O)=O)C(c3ccc4c(c3)OCO4)C2)cc1 (centres undefined)	i	i
O=C(CN1C(=O)C2C3CCC(C3)C2C1=O)NCc1ccco1 (centres undefined)	i	i
CCCCOc1ccc(OCCNC(=O)C2CCCN2C(=O)Nc2ccccc2)cc1 (centres undefined)	i	i

Structures shown so far that contain fluorine (twelve):
structure	CHT inh	CHT PAM
Cc1cc(C(F)(F)Cl)n2ncc(-c3ccccn3)c2n1	i	i
Cc1cc(C)nc(Nc2ccccc2F)n1	i	i
C=CCNC(=O)Nc1ccc(F)c(Cl)c1	i	i
O=C(NC1CCCC1)C(=O)N(Cc1cccnc1)C(C(=O)NCc1ccco1)c1ccccc1F (centres undefined)	i	i
CCOC(=O)c1c(C)[nH]c(C)c1C(=O)COC(=O)/C=C/c1ccc(OC(F)F)cc1	i	i
O=C(NC1CCCCCC1)c1cccc(COCC(F)(F)F)c1	i	i
CN1C(=O)/C(=C/c2ccc(OCc3ccc(F)cc3)cc2)NC1=S	i	i
O=C(Cn1nc(C(F)(F)F)c2c1CCC2)Nc1ccccc1C(F)(F)F	i	i
CCn1cc(S(=O)(=O)Nc2ccccc2C(F)(F)F)cn1	i	i
COc1ccc(-n2c(=O)c3ccccc3n(Cc3ccccc3F)c2=O)cc1OC	i	i
CN(CC(=O)Nc1ccccc1Cl)C(=O)COC(=O)Cc1ccc(F)cc1	i	i
Cc1cc(F)ccc1NC(=O)c1ccc(NS(=O)(=O)c2cc(C(C)(C)C)ccc2C)cc1	i	i

Source: PubChem BioAssay (Johns Hopkins Ion Channel Center)
